# QS inhibitor: S. aureus quorum sensing inhibition; S. aureus RN6390 RNAIII-GFP reporter, AIP-induced, flow cytometry 3 h; inhibition, % at 2 µM; 24,000 tested, 0.3% active;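 active = share of bacteria positive for the green fluorescent reporter and its mean brightness both inhibited by 50% or more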;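 note: 0% = AIP-stimulated control and 100% = unstimulated bacteria without AIP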
# QS inhibitor GFP MFI %: recorded beside QS inhibitor, whose call it bears; inhibition, %; measured here: inhibition of GFP MFI
# * marks the source's active call; other numbers are inactive results. Not all compounds are listed; count on the stated rates, not on these rows.
No.	compound	QS inhibitor	QS inhibitor GFP MFI %
1	CCCC(=O)O[C@]1(C(=O)COC(C)=O)CC[C@H]2[C@@H]3C[C@H](F)C4=CC(=O)C=C[C@]4(C)[C@@]3(F)[C@@H](O)C[C@@]21C	-1	-2
2	CC1(C)O[C@@H]2C[C@H]3[C@@H]4C[C@H](F)C5=CC(=O)C=C[C@]5(C)[C@@]4(F)[C@@H](O)C[C@]3(C)[C@]2(C(=O)CO)O1	2	13
3	COc1cc(C2Oc3cc(C4Oc5cc(O)cc(O)c5C(=O)C4O)ccc3OC2CO)ccc1O (stereo not given)	2	10
4	CCCCN(CCCC)CCCOC(=O)c1ccc(N)cc1	-5	-10
5	CCCC(=O)O[C@]1(C(=O)CCl)[C@@H](C)C[C@H]2[C@@H]3CCC4=CC(=O)C=C[C@]4(C)[C@@]3(F)C(=O)C[C@@]21C	-1	15
6	N=c1nc(N2CCCCC2)cc(N)n1O	5	10
7	CCCCCCCCCCCCCCCC(O)C(N)CO (stereo not given)	-2	2

# Compounds listed so far that contain fluorine, in the order listed:
No.	compound	QS inhibitor	QS inhibitor GFP MFI %
1	CCCC(=O)O[C@]1(C(=O)COC(C)=O)CC[C@H]2[C@@H]3C[C@H](F)C4=CC(=O)C=C[C@]4(C)[C@@]3(F)[C@@H](O)C[C@@]21C	-1	-2
2	CC1(C)O[C@@H]2C[C@H]3[C@@H]4C[C@H](F)C5=CC(=O)C=C[C@]5(C)[C@@]4(F)[C@@H](O)C[C@]3(C)[C@]2(C(=O)CO)O1	2	13
5	CCCC(=O)O[C@]1(C(=O)CCl)[C@@H](C)C[C@H]2[C@@H]3CCC4=CC(=O)C=C[C@]4(C)[C@@]3(F)C(=O)C[C@@]21C	-1	15

# Screens from PubChem.
